# TDP-43 yeast inh = qHTS of TDP-43 Inhibitors; TDP-43 expressing yeast growth rescue, BacTiter-Glo, 24 h; Potency, µM (series often up to 46.1 µM), for inactives: at the highest dose growth rescue (activation), most hits filed as activators; hit rate 1.8% among 410,000; AID 652104, 2013; note: potency is the fitted concentration of half-maximal effect; % of control where 0% means no effect; nearly all actives have a fitted effect of over 50% in size
#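 Luminescence from BacTiter-Glo reports growth of TDP-43-expressing yeast after 24 hr at 30 deg C with compound. Cells were raffinose-pregrown to mid-log, then seeded in galactose medium at OD600=0.02.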
# D3 antag = qHTS of D3 Dopamine Receptor Antagonist: qHTS | D(3) dopamine receptor (Homo sapiens), P35462 | D3R cells, DiscoveRx beta-arrestin luminescence, antagonist mode; stronger effect = lower value | max response, negative = inhibition, % | hit rate 2.5% among 360,000; in the data active = max response below about -50%; inconclusive = no clear call, values can overlap the other calls; note: % is set by controls: 0 for no effect and ±100 for the full control effect; mostly tested at two doses, the higher about 12 µM
# Target sequence (P35462 whole entry, looked up): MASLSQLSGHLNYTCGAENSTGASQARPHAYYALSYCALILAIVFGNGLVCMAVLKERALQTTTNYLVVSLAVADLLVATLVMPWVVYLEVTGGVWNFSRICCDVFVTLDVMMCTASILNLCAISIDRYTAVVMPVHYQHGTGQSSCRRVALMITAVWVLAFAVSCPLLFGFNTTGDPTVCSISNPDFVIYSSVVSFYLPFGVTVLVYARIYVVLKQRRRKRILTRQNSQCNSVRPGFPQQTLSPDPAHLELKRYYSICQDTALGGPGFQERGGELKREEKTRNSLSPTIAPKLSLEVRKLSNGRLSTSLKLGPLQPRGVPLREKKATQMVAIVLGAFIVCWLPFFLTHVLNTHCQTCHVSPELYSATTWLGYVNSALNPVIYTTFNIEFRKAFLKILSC
#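 Cells plated overnight at 1500 cells/well, then exposed to library compounds with dopamine controls for 90 minutes at 37 degrees C. DiscoveRx reagent added for 30–60 minutes at room temperature; luminescence read, quantitative HTS format.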
# D3 ag = qHTS of D3 Dopamine Receptor Agonist: qHTS. D3R DiscoveRx beta-arrestin cells, luminescence, 90 min. hit rate 0.58% among 410,000. max activation, %. D(3) dopamine receptor (Homo sapiens), P35462; in the data active = max activation above about 30%; note: 0% is about no effect; mostly tested at two doses, the higher about 12 µM
#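 Agonist-mode cell screen: cells plated at 1500/well and incubated overnight at 37 °C, then exposed to library compounds for 90 min at 37 °C. Detection reagent was added for 30–60 min at room temperature, and luminescence was read.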
# EPAC2 antagonist = qHTS for Antagonist of cAMP-regulated guanine nucleotide exchange factor 2 (EPAC2): primary screen; Rap guanine nucleotide exchange factor 4 (Homo sapiens), Q8WZA2; EPAC2 GEF exchange of Rap1B-BODIPY-GDP, fluorescence; Potency, µM (top dose mostly 114 µM), without a hit: top-dose activity, negative = inhibition, most hits filed as inhibitors; hit rate 0.18% among 360,000; AID 720708, 2013; note: potency is the fitted concentration of half-maximal effect; % is set by controls: 0 for no effect and ±100 for the full control effect; nearly all actives have a fitted effect of over 45% in size; many of its hits are not listed in these tables
# FUS yeast rescue = qHTS for Suppressors of FUS Proteinopathy: Primary screen using FUS-linked yeast assay; hit rate 0.24% among 390,000; AID 1347120, 2019; Potency, µM (highest dose often 76.6 µM), for the others: top-dose growth rescue (activation), most hits filed as activators; S. cerevisiae FUS-expressing, growth rescue, OD600, 24 h;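 note: potency is the fitted concentration of half-maximal effect; plate controls were DMSO vehicle for no effect and reference control for full effect; nearly all actives have a fitted effect of over 55% in size; some results filed as inactive show a strong effect at the top dose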
#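 Quantitative HTS measuring growth restoration of FUS-toxic yeast. Galactose-induced cells (OD 0.005) were exposed 24hr at 30C to compounds at several concentrations, then absorbance at 600 nm was recorded.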
# EPAC2 ag = qHTS for Agonist of cAMP-regulated guanine nucleotide exchange factor 4 (EPAC2): primary screen. Rap guanine nucleotide exchange factor 4 (Homo sapiens), Q8WZA2. EPAC2 activation, biochemical qHTS; response scale: 100% = 6.5 mM cAMP response. Potency, µM (series often up to 154 µM), inactives show at the top dose activation, hits mostly activators. hit rate 0.079% among 360,000. AID 720711, 2013; note: potency is the fitted concentration of half-maximal effect; nearly all actives have a fitted effect of over 50% in size
#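 Compounds were added across a concentration range to EPAC2 (100 nM), RAP1B-BODIPY-GDP (250 nM) and GDP (50 uM). After 5 min at room temperature, fluorescence was recorded at 5-min intervals for 30 min.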
# aSyn rescue = qHTS of alpha-syn Inhibitors. AID 652106, 2013. hit rate 0.14% among 370,000. Yeast expressing alpha-synuclein, growth rescue, BacTiter-Glo, 24 h. Potency, µM (highest dose often 46.1 µM), for the others: at the top dose growth rescue (activation), usual class: activators; note: potency is the fitted concentration of half-maximal effect; % of control where 0% means no effect; nearly all actives have a fitted effect of over 65% in size
#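 Readout is rescue of growth in alpha-synuclein-expressing yeast, so inhibitors of toxicity appear as activators. Growth after 24 hr at 30 deg C in galactose medium is quantified by luminescence.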
# Abeta rescue = qHTS for compounds that reverse cellular toxicity of Amyloid beta (A-beta) peptide in yeast: Primary Screen; yeast expressing A-beta42, growth rescue, OD600, 48 h; response scale: 0% DMSO, 100% iron-clioquinol control; Potency, µM (series often up to 46.1 µM), for the others: at the highest dose growth rescue, usual class: activators; hit rate 0.063% among 410,000; note: potency is the fitted concentration of half-maximal effect; nearly all actives have a fitted effect of over 55% in size
#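 Yeast A-beta toxicity model in growth medium with pinned compounds, 48 h at 30 C; growth read as absorbance at 600 nm. Normalized to FeCl3/clioquinol equimolar mix (positive) and DMSO (negative).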
# Starred values were filed as active, the others as inactive; ? = inconclusive; · = not tested or not shown; & = joins results of further samples; [ ] = dose if it differs, or a comment. Unless noted, calls come from the whole dose curve; as a rule, active = well fitted curve in the direction sought with a large enough effect; inconclusive = small, poorly fitted or top-dose-only effect, or another doubt; inactive = no such curve, though single readings can be large; an effect the other way counts as inactive or inconclusive. Not all compounds are listed (hit frequency here may not be typical).
SMILES,TDP-43 yeast inh,D3 antag,D3 ag,EPAC2 antagonist,FUS yeast rescue,EPAC2 ag,aSyn rescue,Abeta rescue
Nc1ccccc1SC1CC(=O)N(c2ccccc2Cl)C1=O (stereo unspecified),7%,-7,-3,4%,-16%,10%,-1%,1%
CCOC(=O)c1c(C)n(C)c2ccc(O)c(CN3CCC(C)CC3)c12,6%,-27,-8,-3%,23%,-3%,-2%,-1%
CCc1nc2ccc(C(=O)N(C)Cc3ccccc3)cn2c1N(CC)Cc1cccc(Br)c1,17%,18,-3,?,14%,9%,3%,-1%
Cc1nc(-c2ccc(S(=O)(=O)N3CCN(c4cccc(C(F)(F)F)c4)CC3)cc2)co1,13%,·,1,·,21%,·,-1%,5%
CC(=O)c1ccc(N2CCN(C(=O)CCn3cnc4onc(-c5ccc(F)cc5)c4c3=O)CC2)cc1,6%,·,-17,·,11%,·,·,-11%
c1ccc(CN(Cc2ccco2)C(c2ccncc2)c2nnnn2C2CCCC2)cc1 (stereo unspecified),-25%,-1,-3,-2%,19%,18%,-3%,-21%
COc1ccc(Cl)cc1N1C(=O)C2CCCN2C1c1cccc(F)c1 (stereo unspecified),0%,0,-7,-10%,14%,11%,-1%,-10%
COc1ccccc1NC(=O)C1C2C=CC3(CN(Cc4cccnc4)C(=O)C13)O2 (stereo unspecified),12%,12,-4,14%,-22%,0%,1%,2%
CCOC(=O)C1CCN(C(=O)C2CCN(S(=O)(=O)c3c(C)noc3C)CC2)CC1,4%,19,3,8%,1%,5%,2%,16%
CCCc1cc(-c2n[nH]c(C(=O)OCC)c2-c2cscn2)c(O)cc1O,-1%,9,3,-3%,16%,-2%,1%,31%
Cc1cccc(NC(=O)CSCc2cc(=O)n3nc(C4CC4)sc3n2)c1,0%,-16,0,3%,21%,15%,-4%,·
c1ccc(-c2noc(CC3CCCCC3)n2)cc1,-7%,2,7,3%,-5%,1%,-9%,2%
COc1ccc2nc(/N=C(\N)NC(=O)Nc3ccccc3)nc(C)c2c1,-1%,-6,2,-2%,·,12%,13%,10%
Brc1ccc(-n2cnc(-c3ccccc3)c2)cc1,25%,8,-9,16%,12%,8%,0%,-4%
COc1cccc(CNC(=O)c2ccc(CN3CC(=O)N4CCCCC4C3=O)cc2)c1 (stereo unspecified),8%,·,-1,·,-1%,·,·,-19%
COc1ccc(CN(Cc2cccn2C)S(=O)(=O)c2ccc(F)cc2)cc1,-5%[1.82 µM],-4,-6,-8%,12%,6%,2%,6%
CCCNC(=O)NC(=O)CSc1ccc2c(c1)OCCO2,13%,?,-2,-6%,40%,10%,1%,19%
O=C(NCc1ccccc1)c1cc(C2CCCCN2C(=O)c2ccccc2)on1 (stereo unspecified),22%,?,-1,13%,7%,7%,1%,-6%
Cc1ccccc1-n1ncc2c1CC(C)(C)CC2NC(=O)CN1CCCC1=O (stereo unspecified),13%,-7,-9,-1%,·,1%,-2%,-3%
CCN(C(=O)COC(=O)CNC(=O)c1ccc(C)s1)c1ccccc1,-10%,4,-2,2%,13%,2%,-3%,0%
COc1ccc2[nH]c(=O)c(CN(CCc3cccc(C)c3)C(C)=O)cc2c1,9%,6,1,-1%,33%,1%,0%,-1%
COc1ccc(OCC(CO)N2CCN(c3ccccc3)CC2)cc1 (stereo unspecified),-7%,?,37*,13%,-2%,6%,1%,0%
CCN(CC)c1ccc2c(c1)oc(=O)c1c(Cl)cc(=O)oc12,21%,-91*,-12,46%[activator],·,89µM*,13µM*,3%
Cc1ccc(CNC(=O)c2cn(C3CCCCC3)c(=O)c3c2c2ccccc2n3C)o1,1%,-75*,-2,-12%,17%,-7%,1%,-12%
COc1ccccc1/C=N/NC(=O)c1cccc2ccccc12,21%,13,-6,9%,1%,3%,2%,0%
O=C(COc1ccc(Cl)cc1Cl)NCCC1=CCCCC1,?,-27,0,-13%,?,9%,3%,-22%
Cc1c(Cl)cccc1NC(=S)NCc1cccs1,?,-2,4,1%,0%,15%,1%,?
O=C(Nc1ccc(F)cc1F)C1CCN(c2ncccn2)CC1,?,·,1,·,-10%&2%,·,·,-6%
COc1ccc(-n2c(=S)[nH]c3cc(C(=O)NCc4ccco4)ccc3c2=O)cc1OC,-2%&-3%,-5&-6,-1&9,15%&3%,5%&7%,-10%&-1%,-10%&1%,-7%&0%
CN(C)c1ccc(C(=O)OCC(=O)NCCC2=CCCCC2)cc1,20%,12,3,-10%,10%,-2%,8%,2%
CC(=O)NC12CC3CC(C1)CC(C(=O)Nc1nc4ccc(S(C)(=O)=O)cc4s1)(C3)C2,19%,4,2,10%,13%,3%,0%,0%
COc1ccc(CC(=O)NCC(=O)NC(Cc2ccccc2)C(=O)O)cc1 (stereo unspecified),0%,12,-8,4%,23%,7%,-1%,-24%
O=C(CCn1nnc2ccccc21)OCC(=O)c1ccc([N+](=O)[O-])cc1,-14%,-1,2,5%,-12%,0%,-7%,-1%
CN(C)c1cc[n+](CC[n+]2ccc(N(C)C)cc2)cc1,13%,-12,8,18%,-20%,6%,-3%,-16%
O=C(NC1CCCCC1)c1ccc(CS(=O)(=O)c2ccc(Cl)cc2)o1,4%,-2,-3,-1%,5%,9%,-4%,-6%
Cc1ccc(CN2CCN(C3CCC3)CC2CCO)cc1 (stereo unspecified),5%,12,-9,1%,-29%,-4%,1%,-5%
COc1ccc(CNC(=O)C(=O)NCc2ccncc2)cc1,-24%,22,-17,13%,·,-4%,0%,-10%
O=C(c1c[nH]c(=O)n(-c2ccccc2)c1=O)N1CCc2ccccc21,-5%,8,-6,-2%,5%,3%,-1%,-5%
Cc1ccc(C)n1-n1c(C)nc2scc(-c3cccs3)c2c1=O,-8%,?,-8,0%,?,4%,-3%,-11%
Cc1cc(=O)n2nc(N3CCCC(C(=O)NCc4ccccc4C)C3)sc2n1 (stereo unspecified),-2%,?,-6,-6%,-9%,1%,-1%,-10%
Cc1ccc(C(=O)NNC(=O)Cc2ccccc2)cc1,-14%,25,2,4%,-2%,11%,0%,1%
Cc1ccc2cc3cc(C(=O)N4CC(C)CC(C)C4)oc3nc2c1 (stereo unspecified),10%,-10,-9,-21%,19%,-3%,11%,-29%
COc1ccccc1N1CCN(Cc2cccc(OC)c2OC)CC1,-9%,-24,-5,4%,8%,7%,·,3%
CCCc1cc(=O)n2[nH]c(C)cc2n1,-4%,0,2,-23%,16%,13%,4%,8%
COc1cc(S(=O)(=O)N2CCN(c3ccccc3)CC2)ccc1Cl,4%,0,-2,-8%,·,21%,1%,-16%
CCOc1ccc(CCNC(=O)CSc2cc(=O)n(C)c3ccccc23)cc1OCC,10%&-16%,-14,-14&1,15%,?,-1%,-3%,-17%&-10%
C=CCNc1nc2ccccc2nc1NS(=O)(=O)c1ccc(Br)cc1,18%,-1,7,-8%,18%,4%,?,-39%[inhibitor]
COCCCNC(=O)CC(NS(=O)(=O)c1ccc(Cl)cc1)c1ccco1 (stereo unspecified),17%,-9,-5,-1%,8%,8%,2%,-14%
Cc1nc2c(C#N)c(-c3ccc(Cl)cc3)ccn2n1,13%,8,-1,-1%,13%,-5%,0%,-4%
Cc1ccc(CNC(=O)[C@@H](NC(=O)C2CCN(C(=O)[C@@H](N)CC(C)C)CC2)C(C)C)cc1,22%,1,-3,-7%,5%,5%,-12%,1%

# Two successive compounds from above, for reference:
SMILES,TDP-43 yeast inh,D3 antag,D3 ag,EPAC2 antagonist,FUS yeast rescue,EPAC2 ag,aSyn rescue,Abeta rescue
COCCCNC(=O)CC(NS(=O)(=O)c1ccc(Cl)cc1)c1ccco1 (stereo unspecified),17%,-9,-5,-1%,8%,8%,2%,-14%
Cc1nc2c(C#N)c(-c3ccc(Cl)cc3)ccn2n1,13%,8,-1,-1%,13%,-5%,0%,-4%

# The list goes on:
SMILES,TDP-43 yeast inh,D3 antag,D3 ag,EPAC2 antagonist,FUS yeast rescue,EPAC2 ag,aSyn rescue,Abeta rescue
CC1(C)Cc2c(sc3nc(-c4ccccc4Cl)n(N)c(=O)c23)CO1,?,6,1,4%,-10%,-4%,8%,13%
COc1cc2c(cc1OC)CN(C(=O)c1cc(S(=O)(=O)N3CCOCC3)ccc1Cl)CC2,2%,16,-14,2%,12%,9%,-2%,5%
CCN(CC)CCn1c2c(c(SCC(=O)Nc3cc(C)on3)nc1=O)CCCC2,15%,9,5,-1%,-14%,-4%,5%,9%
Cc1ccc(S(=O)(=O)C2(C(=O)Nc3ccc(C(C)C)cc3)CC2)cc1,?,-12,-9&2,-12%,15%&9%,2%,-3%,?
CC1(C)Cc2nc(N)c(C(=O)NCCO)cc2CO1,-10%,-7,-4,0%,17%,7%,-13%,21%
CC(/C=N/Nc1ccc2nncn2n1)=C\c1ccccc1,7%,8,-5,16%,-18%,0%,8%,-6%
O=C1N/C(=N/S(=O)(=O)c2ccccc2)S/C1=C/c1cccnc1,0%[0.397 µM],6,1,5%,-3%,0%,6%,-2%
CCOC(=O)c1c(C)n(-c2ccccc2)c2ccc(OC(=O)c3ccccc3NC(=O)C(C)C)cc12,27%,·,8,·,?,·,·,-2%
O=C(Nc1nnc(C(F)(F)F)s1)c1c(F)cccc1F,24%,14,0,-11%,-26%,-2%,-24%,1%
COCCN(C(=O)c1cc(-c2ccncc2)nc2ccccc12)c1c(N)n(CC(C)C)c(=O)[nH]c1=O,10%,11,-8,-6%,24%,4%,0%,0%
O=C(Nc1ccc2nc(SCCOc3ccccc3)sc2c1)c1ccc2c(c1)OCO2,-2%,·,-7,·,4%,·,·,-17%
CN(C)Cc1nc2ccccc2c(=O)n1CC#N,6%,-3,2,-7%,0%,8%,-9%,-15%
COC(=O)c1ccc(CN2C(=O)NC(c3ccccc3)(c3ccccc3)C2=O)o1,-9%,15,20,-12%,-1%,7%,10%,10%
CSc1ccc(/C=C2\NC(=O)NC2=O)cc1,-11%,-24,-2,2%,3%,7%,-1%,-1%
CC(=O)Oc1ccc(Cn2c(C)c(C(=O)NCc3ccccc3C(F)(F)F)sc2=O)cc1,0%,6,6,3%,37%,9%,2%,10%
CCc1ccc(-n2nc(C)c3c(C)cc(=O)n(CC(=O)NCc4ccc(C)cc4)c32)cc1,7%,·,-12,·,-1%,·,·,-16%

# Compound activity (PubChem BioAssay)
